# Assay outcomes deposited in PubChem BioAssay by National Center for Advancing Translational Sciences (NCATS).
# HepG2 tox – qHTS for Inhibitors of TGF-b: Cytotox Counterscreen; 410,000 tested, 0.76% active; HepG2 CAGA-GFP viability, ATP luminescence, 18 h; AID 588856, 2011; Potency, µM (doses to about 46.1 µM), inactives show at the highest dose activity change, negative = cytotoxicity, usual class: cytotoxic; also: potency is read from the fitted curve at half-maximal effect; some results filed as inactive show a strong effect at the top dose
#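 CellTiter-Glo luminescence gave cytotoxicity after 18 hours at 37 degrees C. The cells were HepG2 CAGA-GFP in 1% FBS DMEM, stimulated with 500 pg/mL TGF-beta after compound addition. %Activity was normalised to no-cell wells (complete cell-killing) and DMSO (no toxicity), and curves were fitted and classified.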
# Abeta yeast res – qHTS for compounds that reverse cellular toxicity of Amyloid beta (A-beta) peptide in yeast: Primary Screen | yeast expressing A-beta42, growth rescue, OD600, 48 h; response scale: 0% DMSO, 100% iron-clioquinol control | Potency, µM (top dose mostly 46.1 µM), inactives show at the top dose growth rescue, actives largely listed as activators | 410,000 tested, 0.063% active; also: potency is read from the fitted curve at half-maximal effect; nearly all actives have a fitted effect of over 55% in size
#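 Yeast A-beta toxicity model in growth medium with pinned compounds, 48 h at 30 C; growth read as absorbance at 600 nm. Normalized to FeCl3/clioquinol equimolar mix (positive) and DMSO (negative).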
# TGFb SMAD3 inh – qHTS for Inhibitors of TGF-b. 410,000 tested, 1.2% active. Potency, µM (titrated, usually from 46.1 µM), for the others: at the top dose activity, negative = inhibition, hits mostly inhibitors. AID 588855, 2011. HepG2 CAGA-GFP TGF-b/SMAD3 reporter, GFP fluorescence, 18 h; TGF-beta stimulated, 500 pg/mL final; also: potency is read from the fitted curve at half-maximal effect; % is scaled to controls: 0 for no effect and ±100 for the full control effect; nearly all actives have a fitted effect of over 65% in size
#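 HEPG2 CAGA-GFP cells (1000/well, DMEM with 1% FBS) were pre-incubated 2 h at 37 degrees C, given compound by pin tool, then stimulated with TGF-beta at 500 pg/mL final for 18 h before per-cell GFP fluorescence imaging.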
# Nrf2 block – Nrf2 qHTS screen for inhibitors; AID 504444, 2011; Potency, µM (series often up to 46 µM), inactives show top-dose activity change, negative = inhibition, actives largely listed as inhibitors; A549 ARE-Fluc reporter, luciferase luminescence, 18-24 h; 360,000 tested, 2.1% active; also: potency is read from the fitted curve at half-maximal effect; % is scaled to controls: 0 for no effect and ±100 for the full control effect; nearly all actives have a fitted effect of over 60% in size
#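 Two sequential reads on A549 ARE_Fluc cells exposed to compound for 18-24 h: a CellTiter-Fluor fluorescence read for viability, then a luciferase luminescence read for Nrf2/ARE activity.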
# MmCpn inh – Inhibitors of TCP-1 ring complex (TRiC) of Methanococcus maripaludis (MmCpn): qHTS. Chaperonin Mm-Cpn (Methanococcus maripaludis). purified Mm-Cpn ATPase, ADP Transcreener TR-FRET. Potency, µM (series often up to 76.9 µM), without a hit: at the top dose activity, negative = inhibition, most hits filed as inhibitors. 330,000 tested, 0.031% active; also: potency is read from the fitted curve at half-maximal effect; % is scaled to controls: 0 for no effect and ±100 for the full control effect; nearly all actives have a fitted effect of over 80% in size
#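 Purified archaeal Mm-CPN (25nM final) preincubated 10 min at 37degC with compound, then 10uM ATP for 30 min at 37degC; ADP measured by HTRF Transcreener TR-FRET; buffer 30 mM TRIS pH 7.4, 100mM KCl, 5mM MgCl2, 1mM DTT.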
# CCT modulator – High-Throughput Screening for Modulators of Cytosolic Chaperonin Activity; purified chaperonin ATPase assay, HTRF ADP detection, 30 min; activity change, % (no concentration beside the values), hits read low; 360,000 tested, 0.3% active; AID 651819, 2012; in the data active = activity change below about -30%; also: % is scaled to controls: 0 for no effect and ±100 for the full control effect
#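 TRiC at 40 or 20 nM final (batch-dependent) in 30 mM Tris pH 7.4, 100 mM KCl, 5 mM MgCl2, 1 mM DTT, with compound at single 76 uM and 10 uM ATP, 30 min at 37 deg C. ADP detected by HTRF Transcreener, 665/615 ratio.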
# pAkt inh – HTS Assay for Inhibitors of Akt Phophorylation: Primary Screen. Neuro2A IGF-stimulated pAkt S473 HTRF, 20 min; hits give low values. activity change, % for hits at 50 µM. 360,000 tested, 0.32% active. AID 651550, 2012; in the data active = activity change below about -80%; inconclusive = mostly about -51% to -80%; also: % is scaled to controls: 0 for no effect and ±100 for the full control effect
#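 Neuro2A cells in DMEM with 0.5% FBS, overnight at 37 deg C, given compound at single 50 µM final, then IGF (6 nM final) for 20 min at 37 deg C. Lysed; phospho-Akt Ser473 by HTRF after 24 h, 665/615 ratio.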
# A549 tox – Nrf2 qHTS screen for inhibitors: counterscreen for cytotoxicity | 390,000 tested, 0.16% active | A549 ARE-Fluc cells, CellTiter-Fluor viability, 18-24 h | AID 504648, 2011 | Potency, µM (series often up to 46 µM), without a hit: at the top dose activity change, negative = cytotoxicity, hits mostly inhibitors; also: potency is read from the fitted curve at half-maximal effect; % is scaled to controls: 0 for no effect and ±100 for the full control effect
#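 A549 ARE_Fluc cells in 5% FBS OPTI-MEM were exposed to compounds in concentration-response for 18-24 h at 37 deg C. Viability was read by CellTiter-Fluor fluorescence (Ex 405/Em 525) after 30 min, before the luciferase read.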
# Nrf2 ARE act – qHTS of Nrf2 Activators | 410,000 tested, 0.31% active | Potency, µM (highest dose often 46.1 µM), inactives show at the highest dose activation, most hits filed as activators | AREc32 ARE-luciferase reporter (MCF7-derived line), luminescence, 24 h | AID 624171, 2012; also: potency is read from the fitted curve at half-maximal effect; % of control where 0% means no effect; nearly all actives have a fitted effect of over 65% in size
#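 Reporter line AREc32 (ARE-Fluc), seeded overnight in OPTI-MEM with 5% FBS; compound pin-transferred, 24 hr at 37 deg C, 5% CO2; luminescent read-out.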
# An asterisk follows results filed as active; i = inactive; ? = inconclusive; . = no result given; & = joins results of further samples; [ ] = remark or other dose. Unless noted, calls follow the shape of the dose curve; as a rule, active = well fitted curve in the direction sought with a large enough effect; inconclusive = small, poorly fitted or top-dose-only effect, or another doubt; inactive = no such curve, though single readings can be large; an effect the other way counts as inactive or inconclusive. Random draw from the library, and some 4.3% of all compounds hit somewhere here.
# The first four records as a preview:
SMILES,HepG2 tox,Abeta yeast res,TGFb SMAD3 inh,Nrf2 block,MmCpn inh,CCT modulator,pAkt inh,A549 tox,Nrf2 ARE act
Cc1ccc(-c2nc(N3CCOCC3)sc2C(=O)N2CCOCC2)cc1,-4%,-15%,-4%,9%,0%,-3.6,i,11%,-0.8%
CCC(C(=O)NC1CCCC1)N(C(=O)Cn1nnc(-c2ccc(C)o2)n1)c1ccccc1OC (stereo not drawn),-3%,10%,3%,1%,-1%,1.5,i,-3%,-0.3%
CC(C)CN(C(=O)COC(=O)c1ccccc1NCc1ccco1)c1c(N)n(Cc2ccccc2)c(=O)[nH]c1=O,-4%,3%,1%,-25%,-3%,-3.5,i,0%,0.2%
Cc1ccc(C)c(OCCn2cc(C(=O)c3ccco3)c3ccccc32)c1,0%,-21%,4%,6%,.,.,.,5%,2.8%

# The list itself (from the top)
SMILES,HepG2 tox,Abeta yeast res,TGFb SMAD3 inh,Nrf2 block,MmCpn inh,CCT modulator,pAkt inh,A549 tox,Nrf2 ARE act
Cc1ccc(-c2nc(N3CCOCC3)sc2C(=O)N2CCOCC2)cc1,-4%,-15%,-4%,9%,0%,-3.6,i,11%,-0.8%
CCC(C(=O)NC1CCCC1)N(C(=O)Cn1nnc(-c2ccc(C)o2)n1)c1ccccc1OC (stereo not drawn),-3%,10%,3%,1%,-1%,1.5,i,-3%,-0.3%
CC(C)CN(C(=O)COC(=O)c1ccccc1NCc1ccco1)c1c(N)n(Cc2ccccc2)c(=O)[nH]c1=O,-4%,3%,1%,-25%,-3%,-3.5,i,0%,0.2%
Cc1ccc(C)c(OCCn2cc(C(=O)c3ccco3)c3ccccc32)c1,0%,-21%,4%,6%,.,.,.,5%,2.8%
O=C(CC(=O)Nc1nc(C23CC4CC(CC(C4)C2)C3)cs1)NCCO,9%,22%,-23%,23%,1%,-0.2,i,1%,-0.6%
O=[N+]([O-])c1cccc(-c2nnc3ccccn23)c1,11%,-11%,13%,-14%,0%,-2.4,i,-4%,0.0%
CCOc1ccccc1C1N(c2ccc(OC)cc2)C(=O)C2CCCN21 (stereo not drawn),1%,0%,1%,4%,-5%,-2.5,i,-10%,0.5%
CC(C(=O)Nc1ccc(S(=O)(=O)N2CCCC2)cc1)N1CCN(C(=O)c2ccco2)CC1 (stereo not drawn),5%,16%,-21%,3%,2%,-1.2,.,-6%,0.4%
Cc1ccc(CSc2ccc(-c3cccs3)nn2)cc1,-13%&-7%,-13%&3%,0%&-3%,?,-13%,-0.2,i,8%&1%,0.8%&4.2%
COC(=O)C1=C(C)N=C2SC(C)C(=O)N2C1c1ccc(C(=O)OC)cc1 (stereo not drawn),2%,18%,8%,9%,0%,-6.9,i,7%,-0.1%
COc1cc(C(=O)NCC(c2ccco2)N2CCc3ccccc3C2)cc(OC)c1OC (stereo not drawn),-7%,2%,-5%,2%,1%,-1.8,i,-5%,2.6%
CCOc1ccc(C2Nc3ccccc3C(CC)(CC)O2)cc1 (stereo not drawn),9%,5%,16%,-12%,-1%,0.0,i,-2%,0.5%
CN(CC(=O)Nc1ccccc1Br)C(=O)c1cccc([N+](=O)[O-])c1,2%,-1%,8%,-4%,0%,1.7,i,0%,-0.3%
Cc1[nH]nc(NCCO)c1[N+](=O)[O-],3%,-2%,-26%,-4%,-1%,0.3,i,1%,2.7%
O=C(O)c1ccc2nc(-c3cc4cccc(O)c4oc3=O)[nH]c2c1,8.9µM*,-19%,.,.,-4%,.,.,-10%,-4.6%
CCCc1c(O)nc(SCCN(CC)CC)n(C(=O)c2ccccc2)c1=O,-24%,-8%,?,0%,2%,-0.6,i,-2%,-0.9%
O=C1CCN(S(=O)(=O)c2cccs2)c2ccc(C(F)(F)F)cc2N1,1%,-11%,-21%,?,1%,-2.5,i,-11%,-0.3%
CCOc1ccc(N=Nc2ccc(O)c3ncccc23)cc1,-16%,?,0%,?,-1%,-0.1,i,-12%,?
NC(Cc1ccccc1)C(O)(c1ccccc1)c1ccccc1 (stereo not drawn),-25%,?,-13%,-6%,5%,-1.0,i,1%,-0.2%
Cc1cccc(-n2c(N)c(-c3nc4ccccc4n3C)c3nc4ccccc4nc32)c1,13%,16%,6%,-7%,0%,-0.6,i,?,0.1%
COc1cc(C(=S)N2CCOCC2)ccc1OC(=O)c1cc([N+](=O)[O-])c(C)c([N+](=O)[O-])c1,-4%,5%,6%,1%,-3%,-1.7,i,12%,-0.1%
COC(=O)[C@@H](NC(=O)Nc1cc(Cl)ccc1C)C(C)C,2%,0%,7%,.,-25%,-2.5,.,9%,-0.2%
COc1cc2c(cc1OC)C(C)N(C(=O)C1COc3ccccc3O1)CC2 (stereo not drawn),7%,-14%[9.22 µM],-28%,.,-1%,-3.1,i,9%,0.2%
CC(C)(C)n1nc2c(c1NC(=O)c1cccc(C(F)(F)F)c1)CS(=O)C2 (stereo not drawn),5%,1%,3%,1%,0%,-2.0,i,-3%,0.2%
CCOc1ccc(OCCC(=O)OCC(=O)NCCc2ccc(S(N)(=O)=O)cc2)cc1,1%,16%,0%,0%,-1%,-0.3,i,6%,-0.6%
COc1cc(OC)c(C(=O)NCc2ccco2)cc1OC,9%,6%,2%,-4%,0%,0.9,i,-3%,5.1%[9.22 µM]
Cc1ccc(S(=O)(=O)N(CC(=O)N2CCN(c3ccccc3F)CC2)C2CCCCC2)cc1,-15%,5%,0%,?,1%,-3.1,i,1%,-0.1%
CCC(=Cc1ccccc1OC)c1ccncc1,-14%,10%,0%,-2%,.,-1.5,i,1%,3.3%
O=C(c1ccco1)N1CCN(c2nc3c(Cl)cccc3s2)CC1,-14%,-16%,?,.,.,.,.,9%,4.0%
O=S(=O)(NCC1CCCO1)c1ccc(-c2ccc(S(=O)(=O)NCC3CCCO3)cc2)cc1 (stereo not drawn),-31%,-14%,?,1.3µM*,-3%,1.1,i,2%,0.7%
O=C(NCCCN1CCCC1=O)c1cc2nc(-c3ccco3)cc(C(F)(F)F)n2n1,-10%,5%,-1%,-17%,-5%,-3.5,i,0%,1.8%
Cc1cc(C)cc(OCC(=O)Nc2nc3ccc([N+](=O)[O-])cc3s2)c1,-14%,-8%,?,-9%,-9%,1.8,i,3%,2.8%
CCN(C(=O)c1ccc2c(=O)n3c(nc2c1)CCCCC3)c1cc(C)ccc1C,-14%,-2%,.,19%,.,.,.,1%,-1.3%
CN1CCCC(OC(=O)/C(C#N)=C/c2ccccc2)C1 (stereo not drawn),-1%,7%,-9%,1%,0%,1.5,i,-2%,0.1%
CSc1nc(C)cc(Oc2ccc(OCCOc3ccccc3)nn2)n1,-4%,2%,-9%,9%,1%,-1.6,i,1%,8.1%
Cc1cc(-c2ccc(Cl)cc2)oc(=O)c1NC(=O)c1ccccc1,-2%,-15%,-2%,8%,-1%,0.2,i,3%,-0.3%
CCOc1ccc(OCCC(=O)OCC(=O)N2CCN(S(=O)(=O)c3ccc(C)cc3C)CC2)cc1,-22%,-12%,8%,13%,.,0.3,i,8%,-0.6%
CCOC(=O)C1=CNS(=O)(=O)NC1c1ccc(C(F)(F)F)cc1 (stereo not drawn),-4%,-1%,4%,16%,-1%,-1.6,i,5%,0.3%
O=C(c1ccccc1)N1CCCc2ccccc21,-23%,22%,-22%,0%,5%,1.1,i,-14%,0.0%
NC(=O)CC(NC(=O)Cc1ccc(Br)cc1)c1ccc(NCc2ccc(F)cc2)c([N+](=O)[O-])c1 (stereo not drawn),-11%,1%,?,?,-2%,0.2,i,-14%,5.3%
Cc1ccc(S(=O)(=O)Nc2ccc3c(c2)OCCO3)cc1C,-1%,4%,-9%,-10%,0%,-7.7,i,9%,-0.2%
CCOC(=O)c1c(-c2ccccc2)oc2ccc(O)c(CN3CCCC3)c12,-59%,-6%,-4%,-1%,-4%,1.1,.,-5%,3.3%
O=C(CCn1c(=O)[nH]c2ccsc2c1=O)NCc1ccc(F)cc1,15%,8%,?,4%,-4%,-0.6,i,16%,-0.8%
CC(C)(Cc1ccc(O)cc1)NC(=O)CC(=O)N=Nc1c(O)[nH]c2ccc(Br)cc12,4%,4%,13%,10%,1%,-0.8,i,4%,5.8%
C[C@H]1CC[C@@]2(O[C@H](CCO)C[C@H](O)[C@H]2O)O1,3%,-16%,5%,8%,.,-2.4,i,3%,-0.8%
O=C(O)Cn1c(O)c(C2=c3ccccc3=NC2=O)sc1=O,1%,-12%,-7%,12%,1%,-0.3,i,1%,5.7%
Nc1cc(S(=O)(=O)N2CCOCC2)ccc1N1CCCCC1,-3%,-7%,-9%,?,1%,0.6,i,-6%,0.7%
N/C(=N/OC(=O)c1ccccc1F)c1nonc1N,-8%,-27%,0%,22%,3%,-4.7,i,-12%,21%
CC(C)(C)c1ccc(OCC(=O)NNC(=S)NC(=O)c2ccco2)c(Br)c1,3%,22%,-19%,?,0%,-9.9,i,-29%,0.2%
Cc1ccc(-c2nnc(SCC(=O)CC(=O)Nc3ccccc3)n2-c2ccccc2)cc1,-24%,14%,-5%,16%,-4%,0.5,.,-16%,-0.4%
